HCMV inh: human cytomegalovirus inhibition; HFF cells, HCMV-luciferase reporter, 72 h; active compounds read low; activity change, negative = inhibition, % at 57.5 µM; hit rate 4.5% among 410,000; in the data active = activity change below about -60%; inconclusive = no clear call, values can overlap the other calls; inactive = above about -39%
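Two-dose cell screen: HFF monolayers treated with compounds and infected with luciferase-expressing HCMV at 1 PFU/cell, 72 h at 37C, then lysed for luciferase measurement.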
AmpC detergent: inhibitors of E. coli AmpC beta-lactamase with detergent; AmpC hydrolysis of nitrocefin, absorbance 480 nm, 0.01% Triton; AID 485294; hit rate 0.041% among 370,000; P00811; Potency, µM (top dose mostly 114 µM), without a hit: at the highest dose activity change, negative = inhibition, actives largely listed as inhibitors;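 note: potency is the fitted concentration of half-maximal effect; 0% = no-compound wells and -100% = no-enzyme wells; nearly all actives have a fitted effect of over 25% in size; some results filed as inactive show a strong effect at the top dose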
Target sequence (P00811 whole entry, looked up): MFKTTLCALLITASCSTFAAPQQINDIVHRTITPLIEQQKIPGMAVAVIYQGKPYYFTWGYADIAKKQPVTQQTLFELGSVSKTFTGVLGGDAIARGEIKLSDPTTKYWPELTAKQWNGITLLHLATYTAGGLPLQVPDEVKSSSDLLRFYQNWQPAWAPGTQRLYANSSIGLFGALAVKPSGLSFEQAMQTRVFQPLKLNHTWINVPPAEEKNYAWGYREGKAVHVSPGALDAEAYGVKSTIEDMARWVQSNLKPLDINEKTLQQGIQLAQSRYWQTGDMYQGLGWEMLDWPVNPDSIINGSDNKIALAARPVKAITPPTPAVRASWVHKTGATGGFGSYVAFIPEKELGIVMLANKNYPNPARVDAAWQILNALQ
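20 mM phosphate pH 7.0 + 0.01% (detergent screen) or 0.0001% Triton X-100; 5.3 nM AmpC reagent; cpd preinc 15 min RT; nitrocefin (800 uM stock) to start; A480 q20 s × 4 min; Activity was normalised to no-enzyme and no-compound control wells.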
HCV inhibitor: HCV inhibition | Huh7.5.1 HCVcc-Cre infection, luciferase reporter, 44 h | Potency, µM (titrated, usually from 41.8 µM), inactives show at the highest dose activity change, negative = inhibition, most hits filed as inhibitors | hit rate 3.4% among 340,000 | AID 651820; note: potency is the fitted concentration of half-maximal effect
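Infectious HCVcc-Cre (~0.5 moi) was added to cells just after compound, with cells seeded 4 h earlier at 1,000 per well. Luciferase activity after 44 h culture reported infection; substrate was incubated 15 min at room temperature before reading.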
Giardia FBPA inh: inhibitors of Giardia lamblia fructose-1,6-bisphosphate aldolase; purified Giardia FBPA; Potency, µM (titrated, usually from 59.6 µM), without a hit: at the top dose activity, negative = inhibition, actives largely listed as inhibitors; hit rate 0.71% among 290,000; AID 2451; note: potency is the fitted concentration of half-maximal effect; nearly all actives have a fitted effect of over 55% in size
Target sequence (A8B2U2 whole entry, looked up): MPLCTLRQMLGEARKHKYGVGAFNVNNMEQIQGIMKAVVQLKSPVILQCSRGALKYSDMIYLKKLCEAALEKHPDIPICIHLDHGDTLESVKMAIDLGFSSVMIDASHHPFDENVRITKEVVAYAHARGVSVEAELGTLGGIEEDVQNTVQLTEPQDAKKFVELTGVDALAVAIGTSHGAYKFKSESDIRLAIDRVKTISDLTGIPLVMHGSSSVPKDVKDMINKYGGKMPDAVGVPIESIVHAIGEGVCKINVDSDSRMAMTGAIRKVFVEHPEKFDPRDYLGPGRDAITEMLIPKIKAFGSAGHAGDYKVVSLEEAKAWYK
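Giardia FBPA (40 nM reagent) was preincubated 10 min at RT with compound (up to 57.5 uM final), then substrate plus GAPDH/TPI/NAD/arsenate coupling system with diaphorase/resazurin was added; resorufin fluorescence (525/598 nm) was read after 20 min.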
AMA1 RON2 block: AMA1-RON2 (P. falciparum) interaction inhibition; AID 720542; AlphaScreen AMA1-biotinylated RON2 peptide binding; hit rate 0.2% among 360,000; Potency, µM (titrated, usually from 58.2 µM), without a hit: top-dose activity change, negative = inhibition, actives largely listed as inhibitors;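 note: potency is the fitted concentration of half-maximal effect; 0% = vehicle wells and -100% = peptide control; nearly all actives have a fitted effect of over 45% in size; some results filed as inactive show a strong effect at the top dose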
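AMA1 (3D7) with his tag at 25 nM final met compounds first, then biotinylated RON2 peptide at 25 nM; detection used donor plus acceptor beads, 10 µg/mL apiece, read by AlphaScreen after 30 min at room temperature.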
Sm TGR block: blocks Schistosoma mansoni thioredoxin glutathione reductase. Q962Y6. purified TGR, DTNB reduction, TNB absorbance 405 nm. Potency, µM (highest dose often 114 µM), inactives show top-dose activity change, negative = inhibition, usual class: inhibitors. hit rate 3% among 360,000. AID 485364; note: potency is the fitted concentration of half-maximal effect; nearly all actives have a fitted effect of over 60% in size
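TGR 20 nM + NADPH 100 uM (dispensed conc.), cpd preinc 15 min RT; start with NADPH (500 uM addition) then DTNB (15 mM addition). Kinetic TNB absorbance, 405 nm filter. Four-parameter Hill fit across titration.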
Active calls of the source: *; ? = inconclusive; / = no result given; & = joins results of further samples; [ ] = another dose, or the depositor's remark. Unless noted, calls come from the whole dose curve; as a rule, active = well fitted curve in the direction sought with a large enough effect; inconclusive = small, poorly fitted or top-dose-only effect, or another doubt; inactive = no such curve, though single readings can be large; an effect the other way counts as inactive or inconclusive. Unless noted, % is set by controls: 0 for no effect and ±100 for the full control effect.

SMILES | HCMV inh | AmpC detergent | HCV inhibitor | Giardia FBPA inh | AMA1 RON2 block | Sm TGR block
CCOC(=O)c1cccc(NC(=O)C2Cc3ccccc3N2C(=O)c2ccccc2)c1 (configuration not stated) | 12 | 0% | / | / | / | -2%
CSc1ccccc1NC(=S)N/N=C/c1cccn1Cc1cccc(C)c1 | -40 | 1% | 19% | 1% | 82%[activator] | -8%
CC(=O)Nc1cccc(S(N)(=O)=O)c1C | -25 | -10% | 17% | 6% | 11% | 13%
N#Cc1c(N)nc2c(c1-c1ccc(F)cc1)CCC2 | -15 | -6% | 11% | 3% | -10% | -8%
COCCOC(=O)c1[nH]c2c(c1C)C(=O)CC(c1ccco1)C2 (configuration not stated) | -67* | ? | ? | -1% | -29% | 45µM*
COc1ccccc1OCC(=O)NN=C(Cc1ccccc1)Cc1ccccc1 | -63* | 16% | ? | 7% | 16% | 7%
CCC(=O)c1ccc(N2CCN(C(=O)c3ccccc3)CC2)c(F)c1 | -36 | 4% | -14% | 4% | 11% | 8%
Cc1oc2c(c1C(=O)N1CCOCC1)C(=O)c1ccccc1C2=O | -101* | 6% | 5.6µM* | -9% | -1% | -23%
Cn1ncc2c(NNC(=O)c3ccc(Cl)cc3Cl)ncnc21 | -4 | ? | ? | 17% | 30%[activator] | -3%
CCOc1ccnc(OCC)c1Br | -13 | 4% | 39%[activator] | 1% | 18% | -2%
COc1cc(-c2noc(-c3ccccc3C(=O)NCc3ccco3)n2)cc(OC)c1OC | 8 | ? | 11µM* | 1% | -5% | -15%
O=C(OCc1csc(-c2ccccc2)n1)c1cccs1 | 45 | -12% | -2% | -3% | 23% | 15%[11.4 µM]
Cc1nc2ccc(NC(=O)c3ccc(Cl)c([N+](=O)[O-])c3)cc2s1 | -31 | -3% | -20% | 2% | -1% | -10%
CCOc1ccc(OCC)c(NC(=O)c2csc3c2CCCC3)c1 | -30 | 25% | / | / | / | -1%
CC(C)(C)OC(=O)N1CCC(c2c(C(=O)NC3CCN(Cc4ccccc4)CC3)cnn2-c2cccc(F)c2)CC1 | 0 | 21% | / | / | / | -1%
Cc1ccc2c(c1)c(=O)c(C(=O)c1ccccc1)cn2Cc1ccccc1F | -23 | -10% | / | / | / | -11%
CCC1CCCCN1CCNC(=O)CNS(=O)(=O)c1ccc2nc(C)sc2c1 (configuration not stated) | 15 | 6% | 6% | 10% | 36%[activator] | 2%
CN(C)S(=O)(=O)c1ccc(C(=O)OCC(=O)Nc2ccccc2OC(F)F)cc1 | 57 | 3% | 14% | 6% | 0% | -21%
COc1ccc(C=C2NC(=S)NC2=O)cc1 | 7 | / | -3% | / | 27% | /
COc1cccc(NC(=O)CNC(C)CCC(C)C)c1 (configuration not stated) | -23 | -17% | -4% | -6% | -1% | 5%[11.4 µM]

Look-ups from the list.
Under HCMV inh, CCOc1ccc(OCC)c(NC(=O)c2csc3c2CCCC3)c1 has -30
Under HCMV inh, Cn1ncc2c(NNC(=O)c3ccc(Cl)cc3Cl)ncnc21 has -4
Under AmpC detergent, Cc1ccc2c(c1)c(=O)c(C(=O)c1ccccc1)cn2Cc1ccccc1F has -10%

Later entries:
SMILES | HCMV inh | AmpC detergent | HCV inhibitor | Giardia FBPA inh | AMA1 RON2 block | Sm TGR block
CCCN1CCN(CC(=O)Nc2nc3ccccc3s2)CC1 | 59 | 2% | -12% | ? | -5% | ?
Cc1ccc(CN2CCCC(C(=O)N3CCCC3)C2)cc1 (configuration not stated) | -19 | 1% | 23% | 25µM* | -21% | -20%
c1ccc(/N=C2\N=C(Nc3ccccn3)c3ccccc32)nc1 | -99* | / | ? | / | 77%[activator] | /
COC(=O)C1=C(C)N(C)C(=O)NC1c1c(O)ccc2ccccc12 (configuration not stated) | 20 | ? | -6% | 17% | -5% | -14%
COc1ccc2[nH]c(=O)c(CN(C(C)=O)c3cccc(C)c3)cc2c1 | -4 | -12% | 11% | 2% | -4% | 0%
Cc1cc(C)c(C)c(S(=O)(=O)N2CCN(C(=O)c3cc(S(=O)(=O)N4CCOCC4)ccc3F)CC2)c1C | 0 | / | ? | / | 10% | /
CSCC[C@H](NC(=O)NCc1cccs1)C(=O)O | 17 | -2% | 11% | 2% | 3% | 29%
O=S1(=O)CCOC[C@H](c2ccccc2)N1Cc1ccccc1F | 34 | -12% | -14% | 9% | 14% | 0%
Cc1ccc(C)c(NC(=O)Cn2nc([N+](=O)[O-])c(Br)c2C)c1 | -12 | 4% | -11% | 2% | -5% | 2%
Cn1c(=O)c(=O)n(C)c2cc(N3CCCC3)c(NS(=O)(=O)c3ccc(F)cc3)cc21 | -26 | -5% | 6% | -30% | 10% | ?
CC(=O)c1cc(NC(=O)c2ccc(C)cc2)c(=O)oc1/C=C/N(C)C | 18 | -10% | ? | -2% | -11% | -14%
CCc1ccc(NC(=O)CCNS(=O)(=O)c2cccs2)cc1 | 24 | ? | -18% | -12% | 1% | 1%
CCN(CC(=O)NC1CCS(=O)(=O)C1)S(=O)(=O)c1ccc(Cl)cc1C(F)(F)F (configuration not stated) | -36 | ? | 5% | / | -2% | -6%
COc1ccc(-n2ncc3c(NC(C)(C)CO)ncnc32)cc1 | -6 | 4% | / | / | / | 4%
COc1cc(C2c3cc4c(cc3C(OC3OC5COC(c6cccs6)OC5C(O)C3O)C3COC(=O)C23)OCO4)cc(OC)c1O (configuration not stated) | -99* | 3% | -31% | -14% | -1% | 10%
CC(C)OC(=O)c1ccc(NC(=O)Cn2c(-c3nonc3N)nc3ccccc32)cc1 | 11 | 1% | -5% | 1% | -8% | 0%
CC(C)(C)c1csc(N/N=C/c2ccc(O)cc2)n1 | -13 | 0% | ? | -22% | 7% | -27%
CC(C)N(CC(N)=O)c1ncnc2sc(-c3ccccc3)cc12 | -38 | 3% | -26% | 8% | -6% | -19%
CC(=O)Nc1ccc(NC(=O)C2c3ccccc3Oc3ccccc32)cc1 | 17 | -8% | 31%[activator] | -7% | 18% | 6%
COc1ccc(C2C(C(N)=O)=C(C)Nc3nc(-c4ccccc4Cl)nn32)cc1 (configuration not stated) | 29 | 7% | / | / | / | 5%

A different layout for 4 compounds above.
molecule	HCMV inh	AmpC detergent	HCV inhibitor	Giardia FBPA inh	AMA1 RON2 block	Sm TGR block
Cn1ncc2c(NNC(=O)c3ccc(Cl)cc3Cl)ncnc21	-4	?	?	17%	30%[activator]	-3%
CCOc1ccnc(OCC)c1Br	-13	4%	39%[activator]	1%	18%	-2%
COc1cc(-c2noc(-c3ccccc3C(=O)NCc3ccco3)n2)cc(OC)c1OC	8	?	11µM*	1%	-5%	-15%
O=C(OCc1csc(-c2ccccc2)n1)c1cccs1	45	-12%	-2%	-3%	23%	15%[11.4 µM]

The listing continues.
SMILES | HCMV inh | AmpC detergent | HCV inhibitor | Giardia FBPA inh | AMA1 RON2 block | Sm TGR block
CC1CCN(c2ccc(-c3ccc(NC(=O)C(F)(F)F)cc3)nn2)CC1 | / | ? | -16% | 9% | -6% | 1%
CCN1CCN(C(=O)c2ccc(CN(c3ccccc3)S(=O)(=O)c3ccccc3)cc2)CC1 | -22 | 7% | 10% | 5% | -16% | 11%
Cc1ccc(S(=O)(=O)N2CCN(C(=O)CC(C)(C)C)CC2)cc1 | 8 | 5% | 3% | 8% | 9% | 4%
COc1ccc(C)cc1NC(=O)COCc1cc(-c2cccs2)on1 | -11 | -2% | / | / | / | 7%
Cn1c2c(c(=O)n(C)c1=O)C(c1ccc(O)cc1)Nc1ccccc1O2 (configuration not stated) | 11 | ? | -1% | 3% | 7% | 6%
Cc1ccc(Sc2ccc(C(=O)NC(C)C)cc2[N+](=O)[O-])cc1 | -27 | -10% | 6% | 8% | -8% | 14%
CCc1sc(C(=O)Nc2ccc(F)cc2C)cc1C | -17 | -7% | -6% | -2% | -7% | -16%
CCCNC(=O)OC[C@H]1O[C@H](CCO/N=C/[C@@H](OC)[C@H](C)/C=C/CC(=O)OC)C=C[C@@H]1Oc1ccc(OC)cc1 | / | ? | 8%[8.37 µM] | 0% | / | -10%
Cn1c(N)c(C(=O)COC(=O)c2ccccc2C(F)(F)F)c(=O)n(C)c1=O | 30 | / | ? | / | 0% | /
CC(=O)N1CCN(CC(=O)c2ccc(Br)cc2)CC1 | -16 | 5% | 1% | 0% | 3% | -6%
Cc1cc(C)c(OCC(=O)NCC2CCCO2)c(C)c1 (configuration not stated) | 49 | -1% | 16% | 1% | 12% | 8%
CN(C)S(=O)(=O)c1ccc2c(c1)N(CC(=O)Nc1ccc(F)cc1)C(=O)CS2 | 0 | 2% | / | / | / | 4%
CCOC(=O)c1c(S(=O)(=O)Nc2ccc(C)cn2)c(C)n(C)c1C | 0 | 2% | 8% | / | 12% | -1%
O=c1nc(-c2ccccc2)c(-c2ccccc2)n[nH]1 | -20 | -6% | -3% | 13% | -8% | 10%
Cc1ccc2[nH]c(=O)c(CN(CC3COCCO3)C(=O)Nc3ccccc3F)cc2c1 (configuration not stated) | ? | -3% | ? | 3% | 2% | -4%[57.1 µM]
COc1cccc(OCCNC(=O)Nc2cc(F)c(F)cc2Cl)c1 | 26 | ? | ? | -3% | -2% | 8%
CC1CC(C)(C)NC(=S)N1CCC(=O)N1CCN(c2ccccc2)CC1 (configuration not stated) | ? | 1% | 16% | 0% | -8% | -3%
Cc1ccc(C(=O)CSc2nnc(COc3cccc4cccnc34)o2)cc1 | -15 | -11% | -26% | 2% | 9% | -20%
Oc1ccc(/C=N\Nc2cc(N3CCOCC3)nc(N3CCOCC3)n2)c(O)c1 | 22 | -10% | ? | -29% | 35%[activator] | -11%
Nc1nc(N)c(N=O)c(OCC2CCCCC2)n1 | 68 | ? | -10% | 11%&0% | 6% | 2%
COc1ccc(Cl)cc1NC(=O)CN1c2ccccc2CC1C (configuration not stated) | ? | 4% | 8.9µM* | -4% | -20% | 1%
COc1ccc(OCCOCCN2CCc3ccccc3C2)cc1 | 33 | -14% | -10% | -25% | -16% | -23%
O=C(NCCCl)c1ccc(OCc2ccccc2)cc1Cl | 80 | -3% | 10% | 0% | 0% | 19%
Cc1ccc(SC(=O)COc2ccc(C)c(C)c2)cc1 | 38 | -4% | 11% | 0% | 73%[activator] | ?
CCNc1nc(SC(C)C(=O)OC)nc(N2CCOCC2)n1 (configuration not stated) | 42 | -4% | -26% | -1% | 3% | -3%
O=C(OCCN=C1NS(=O)(=O)c2ccccc21)C1CC(=O)N(c2ccc3ccccc3c2)C1 (configuration not stated) | 47 | -1% | -2% | 0% | 8% | -3%
N#CCC(=O)N/N=C/c1ccc(SCC(=O)Nc2ccccc2)o1 | 30 | 5% | 0% | 3% | 44%[activator] | -35%
COCC(C)NC(=O)c1cc2c(=O)n3cccc(C)c3nc2s1 (configuration not stated) | 1 | 6% | / | / | / | 7%
CC(=O)c1ccc(N2CCN(C(=O)Cn3ncc4c3-c3ccccc3OC4)CC2)cc1 | -15 | -1% | / | / | / | -5%
CCN(CC)c1ccc(/C=N/N2C(C)CCCC2C)c(O)c1 (configuration not stated) | 6 | 2% | -9% | 10% | -23% | -3%

Retrieved one by one from above (two):
SMILES | HCMV inh | AmpC detergent | HCV inhibitor | Giardia FBPA inh | AMA1 RON2 block | Sm TGR block
CCN1CCN(C(=O)c2ccc(CN(c3ccccc3)S(=O)(=O)c3ccccc3)cc2)CC1 | -22 | 7% | 10% | 5% | -16% | 11%
CC1CCN(c2ccc(-c3ccc(NC(=O)C(F)(F)F)cc3)nn2)CC1 | / | ? | -16% | 9% | -6% | 1%
